# PGC1a acetyl inh: lowers PGC1a acetylation signal in U2OS cells; AlphaScreen anti-acetyl-lysine; with virally co-expressed GCN5 acetyltransferase; inhibition, % at 15.6 µM; 0.17% of 350,000 active;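 active means every replicate shows inhibition of at least 40%; inconclusive means mean inhibition at least 40% but some replicate below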;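 further: 0% = neutral control wells and 100% = positive control wells; some results beyond the cut were filed as inactive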
# miR122 inh: inhibitors of miR-122 in Huh7 cells; 0.3% of 340,000 active; AID 602342; Huh7 miR-122 Renilla luciferase sensor, 48 h; neutral wells = 0, positive control = 100; activation (reporter increase), % at 12.5 µM;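 active means mean replicate activation score at least 90 and every replicate individually at or above 90; inconclusive means only one of the two criteria met; inactive means neither criterion met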;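 further: higher luciferase means less miR-122 activity so hits act as miR-122 inhibitors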
# CASP6 VEID inh: inhibitors of human caspase-6; P55212; 0.53% of 350,000 active; purified caspase-6, Z-VEID-R110 cleavage fluorescence; AID 686996; inhibition, % at 12.5 µM;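 active means mean inhibition across replicates at least about 35%, with every replicate also reaching that limit, limit read from the data; inconclusive means only one of the two criteria met; inactive means neither criterion met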;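 further: 0% = median of neutral control wells and 100% = no fluorescence left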
# Target sequence (P55212 24-179 limits assumed): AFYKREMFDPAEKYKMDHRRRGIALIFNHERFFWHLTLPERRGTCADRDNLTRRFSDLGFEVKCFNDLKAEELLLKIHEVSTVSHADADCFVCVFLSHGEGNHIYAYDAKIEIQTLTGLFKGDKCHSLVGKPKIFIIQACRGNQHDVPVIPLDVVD
# Target sequence (P55212 194-293 limits assumed): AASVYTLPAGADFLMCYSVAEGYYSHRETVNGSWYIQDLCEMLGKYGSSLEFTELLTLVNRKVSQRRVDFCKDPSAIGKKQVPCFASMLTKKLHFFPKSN
# PAX8 inh HTS: lowers PAX8-driven luciferase in RMG-I cells | RMG-I TPO-luciferase reporter, SteadyGlo, 24 h | inhibition, % at 12.6 µM | 1.2% of 360,000 active;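 active means mean replicate inhibition at least 60% with every replicate also reaching 60%; inconclusive means only one of the two criteria is met; inactive means mean below 60% and not all replicates reaching 60%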;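 further: luciferase light reporting Pax8 driven TPO promoter activity; plate controls were median of neutral control wells for no effect and mitoxantrone controls for full effect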
# LGR2 inh: inhibitors of bursicon-induced Drosophila LGR2 receptor cAMP signaling; HEK293 LGR2, CRE-luciferase, bursicon-stimulated, 4 h; inhibition, % at 9.99 µM; 0.35% of 380,000 active;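 active means drop in luminescence signal, shown as inhibition above about 50% in the replicate tests, limit read from the data, passing the limit was not always enough; inconclusive means probably only some replicates passing the limit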;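 further: agonist challenge used bursicon conditioned medium at about half maximal strength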
# FN deposition inh: fibronectin deposition inhibition; AH1F fibroblasts, Alexa488-fibronectin deposition fluorescence, overnight; inhibition, % at 12.6 µM; 0.086% of 350,000 active;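 active means mean inhibition across replicates of 30% or more, regardless of how many single replicates reach that level; inconclusive means mean under 30% yet at least half of replicates reach 30%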;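 further: positive control wells lacked labelled fibronectin entirely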
#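 Assay system: AH1F fibroblasts assembling fluorescent fibronectin matrix; Amount: 10000 AH1F cells per well; Buffer or medium: DMEM, 2% serum; Probe or stimulus: Alexa488-fibronectin, 24 nM final in well; Doses: single compound dose, delivered by pin transfer; Incubation: 1 h adhesion, overnight exposure; Measured by: fluorescence 485/525 nm; Read-out: fibronectin deposition inhibition.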
# EWS-Fli block: EWS/Fli transcriptional activity inhibition. A673 NR0B1-luciferase reporter, viability-normalised. inhibition, % at 12.6 µM. 0.67% of 350,000 active;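 active means mean inhibition of at least 50% after viability correction, with every replicate also passing that limit; inconclusive means mean reaches 50% but only one of two replicates passes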;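 further: firefly luciferase signal divided by Alamar Blue viability fluorescence both relative to DMSO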
# Cneo AK release: causes C. neoformans cell lysis; adenylate kinase release luminescence, 4 h; normalised: neutral wells 0, clomiphene wells 100; lysis activity, % at 15 µM; 0.2% of 360,000 active; AID 651654;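 active means mean lysis activity across replicates of at least 80%, whatever share of replicates individually reach that level; inactive means mean lysis activity below 80%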
#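 Test system: log-phase Cryptococcus neoformans yeast cells. Input: 5 × 10^6 yeast cells/mL. Medium: fresh YPD growth medium. Doses: single dose. Incubation: static 4 h at 37 °C with compound, 1 h detection. Measured by: luminescent adenylate kinase detection reagent. Read-out: signal increase indicating cell lysis. Benchmarks: Clomiphene.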
# Active calls of the source: *; ? = inconclusive; . = no result given; & = joins results of further samples; [ ] = dose if it differs, or a comment.
nr	Compound	PGC1a acetyl inh	miR122 inh	CASP6 VEID inh	PAX8 inh HTS	LGR2 inh	FN deposition inh	EWS-Fli block	Cneo AK release
1	CCC(=O)Nc1ccc2c(c1)C(=O)N(C)C[C@@H](OC)[C@@H](C)CN(C(=O)C1CCC1)[C@@H](C)CO2	0	0[16.7 µM]	1	.	-8	3	-5	0
2	Cc1ccc(CSc2nc3ccsc3c(=O)n2Cc2ccccn2)cc1	.	-8	.	-22	-7	-3	.	4
3	COc1ccc(CC(=O)O/N=C(\N)c2ccc(Br)cc2)cc1OC	-12	3	-3	-17	-15	-12	-1	-1
4	CCN(CC)CCCN=Cc1c(O)n(-c2ccccc2C)c(=O)c2ccccc12	2	.	-39	24	-9	-3	20	.
5	CC(=O)OCC1(O)CC23CCC4c5ccoc5CCC4(C)C2CCC1C3 (centres undefined)	4	1	.	19	2	4	-13	2
6	CCCCc1ccc(NC(=O)CSc2nc(=O)n(CCN(CC)CC)c3c2CCCC3)cc1	-16	-17	16	?	11	-20	28	4
7	CNC[C@@H]1OCCCC[C@@H](C)Oc2ccc(NC(=O)c3ccncc3)cc2C(=O)N([C@@H](C)CO)C[C@H]1C	11	4[16.7 µM]	0	-14	8	.	-1	-1
8	COc1ccc(/C=C2\Oc3cc(OCC(=O)N4CC(O)C[C@H]4C(=O)O)ccc3C2=O)cc1OC (some centres undefined)	4	-9	0	.	-29	.	0	-2
9	O=C(Cc1ncc(C(F)(F)F)cc1Cl)NCc1ccco1	4	-2	-2	1	17	-2	1	1
10	C[C@@H]1CN([C@@H](C)CO)C(=O)Cc2cc(NC(=O)Nc3ccccc3)ccc2O[C@H]1CN(C)S(=O)(=O)c1cccs1	2	-6[16.7 µM]	1	5	18	.	-4	2
11	COc1cc2c(cc1OC)C(C)N(C(=S)NC(=O)c1ccccc1)CC2 (centres undefined)	-6	.	-1	-17	14	.	13	.
12	C=C1C(=O)OCC2C(C(=O)O)=CC3C(C)C(C)=CC123 (centres undefined)	2	-10	8	23	8	.	7	-2
13	CCCC(=O)Nc1ccc2c(c1)C(=O)N(C)C[C@@H](OC)[C@H](C)CN(Cc1cccc(F)c1)[C@@H](C)CO2	-6	-1[16.7 µM]	2	.	5	2	-1	4
14	COc1ccc(S(=O)(=O)N2CCOCC2)cc1C(=O)Nc1ccc(N2CCCCCC2)cc1	-7	11	5	28	14	-13	20	-1
15	O=C1c2ccccc2C2(c3ccc(F)cc3)NCCN12 (centres undefined)	-15	-2	0	14	-10	.	4	1
16	CCC(=O)Nc1cc(C(=O)O)ccc1S(=O)(=O)c1ccc(C)cc1	.	-6	15	64*	-4	0	-4	-3
17	CCn1c(SCC(=O)Nc2nc(C)c(C(=O)OC)s2)nnc1C(C)C	-15	1	.	-1	.	3	.	0
18	NC(=O)CC(NC(=O)c1cccc(Br)c1)c1ccc(NC2CCN(Cc3ccccc3)CC2)c([N+](=O)[O-])c1 (centres undefined)	.	.	2	-1	-17	-6	-2	0
19	COc1cc(OC)c(OC)cc1CNC(=O)c1cc(S(=O)(=O)N2CCOCC2)ccc1F	10	6	-2	-12	-8	-9	1	2
20	COc1ccccc1NCCC(=O)OCC(=O)Nc1ccccc1F	-6	.	-2	4	.	-5	-2	1
21	O=C(COc1ccc(Br)cc1Br)NNC(=O)c1cccs1	.	.	.	-82	-33	2	-16	-2
22	COc1ccc(-c2cnc3c(c2)C(=O)N([C@H](C)CO)C[C@H](C)[C@H](CN(C)Cc2ccccc2)O3)cc1	4&8	-4&18[16.7 µM]	1&1	.	-16	1	-1&-7	-1&-2
23	CC(C)NC(=O)Nc1ccc2c(c1)CC(=O)N([C@@H](C)CO)C[C@H](C)[C@@H](CN(C)S(=O)(=O)c1cn(C)cn1)O2	1	1[16.7 µM]	0	-5	1	.	1	-2
24	COc1cccc2sc(N3CCN(C(=O)c4ccco4)CC3)nc12	.	4	-2	-11	11	4	-18	0
25	COc1ccc2c3c(n(C)c2c1)[C@@H](CO)N(C)CC31CN(C(=O)c2ccc3c(c2)OCO3)C1	6	.	0	0	-12	.	-4	.
26	NC(=O)CSc1nnc(Cn2cnc3ccccc32)o1	-6	.	.	-7	1	6	-11	.
27	COc1cc(NC(=O)CSc2nc3c(c(=O)n(C)c(=O)n3C)n2C)cc(OC)c1	13	3	-2	1	3	-2	-12	4
28	C[C@@H]1CN([C@H](C)CO)C(=O)c2cccc(NC(=O)C3CCOCC3)c2O[C@@H]1CN(C)C(=O)Nc1ccc(C(F)(F)F)cc1	-2	1[16.7 µM]	-1	1	4	-1	3	4
29	NCC[C@H]1CC[C@H](NC(=O)C2CCCCC2)[C@@H](CO)O1	-7	.	2	-5	-2	.	-5	3
30	Nc1nc(Sc2ncccc2[N+](=O)[O-])n[nH]1	-12	-7	1	-11	9	-3	-6	-2
31	CN(CC(=O)Nc1ccccc1Br)C(=O)CNC(=O)C1CCCCC1	.	.	-3	-6	-7	-15	1	-1
32	CC1=C(C)CS(=O)N(S(=O)(=O)c2ccccc2)C1 (centres undefined)	-1	11	.	.	.	-15	.	9

# Whole records from above. Screens in order: PGC1a acetyl inh	miR122 inh	CASP6 VEID inh	PAX8 inh HTS	LGR2 inh	FN deposition inh	EWS-Fli block	Cneo AK release
# Results for C=C1C(=O)OCC2C(C(=O)O)=CC3C(C)C(C)=CC123 (centres undefined) → 2	-10	8	23	8	.	7	-2
# Results for CC(C)NC(=O)Nc1ccc2c(c1)CC(=O)N([C@@H](C)CO)C[C@H](C)[C@@H](CN(C)S(=O)(=O)c1cn(C)cn1)O2 → 1	1[16.7 µM]	0	-5	1	.	1	-2

# Next structures:
nr	Compound	PGC1a acetyl inh	miR122 inh	CASP6 VEID inh	PAX8 inh HTS	LGR2 inh	FN deposition inh	EWS-Fli block	Cneo AK release
33	c1cncc(-c2nc(NCCCn3ccnc3)c3ccccc3n2)c1	12	.	-2	-6	-3	.	-3	.
34	COc1ccc(N2CCN(C(=O)c3ccc(CS(=O)Cc4ccc(Cl)cc4)o3)CC2)cc1 (centres undefined)	5	-5	-5	7	-16	-6	1	0
35	Fc1ccccc1C1CCN(Cc2nc(COc3ccccc3)no2)C1 (centres undefined)	-9	0	-1	16	-6	-7	-7	0
36	COc1ccc(CCNC(=O)COC(=O)c2cc(S(=O)(=O)N3CCOCC3)ccc2C)cc1OC	.	-4	2	6	5	.	9	0
37	COCC(=O)Nc1nc2n(n1)C(c1ccc(OC)cc1)CC(c1ccc(OC)cc1)N2 (centres undefined)	-1	0	.	.	1	2	.	3
38	CC(=O)Nc1ccc(NC(=O)C/C(C)=N/NC(=O)c2cccc3ccccc23)cc1	16	-1	2	1	3	4	-3	0
39	O=C(CCCN1CCc2[nH]c3ccc(F)cc3c2C1)c1ccc(F)cc1	-6	.	-4	15	4	-6	12	0
40	COc1cc2c(cc1O)C(SC)=NC(C)(C)C2	-12	-2	.	.	-2	.	.	-1
41	CCC(=O)Nc1ccc2c(c1)C(=O)N(C)C[C@@H](OC)[C@@H](C)CN[C@@H](C)CO2	7	2[16.7 µM]	-6	.	-17	-2	3	13
42	O=C(C[C@H]1CC[C@H](NS(=O)(=O)c2ccccc2)[C@H](CO)O1)NCc1ccc(Cl)c(Cl)c1	-2	.	0	17	2	5	-5	-1
43	CC1=C(C(=O)OCC(C)C)C(c2cccs2)NC(=S)N1 (centres undefined)	-4	1	.	2	28	2	.	5
44	CN(CCN1CCOCC1)C(=O)CC1C(=O)NCCN1Cc1ccccc1F (centres undefined)	6	-9	-1	-3	11	-4	.	1
45	Cc1cccc(OCC(=O)Nc2ccccc2F)c1	3	-6	1	-11	-49	-3	-4	.
46	O=C(COC(=O)C1=NN(c2ccccc2)C(=O)CC1)NCc1ccccc1Cl	.	.	-2	2	8	4	-6	0
47	C[C@@H]1CCCCO[C@@H](CN(C)C(=O)Nc2ccccc2)[C@@H](C)CN([C@H](C)CO)C(=O)c2cc(NS(=O)(=O)c3cn(C)cn3)ccc2O1	3	10[16.7 µM]	1	2	-12	-7	-8	-5
48	CCCNc1ccc(C(=O)OCC)cc1[N+](=O)[O-]	-11	6	-3	-144	-47	-5	2	1
49	COc1ccc(C2=Nc3ccccc3C2(O)CCN2C(=O)c3ccccc3C2=O)cc1 (centres undefined)	13	4	0	-14	-21	-5	-23	1
50	Cc1c([N+](=O)[O-])cc(C(=O)NCc2ccc(F)cc2)cc1[N+](=O)[O-]	4	-5	1	32	11	.	-12	.
51	O=C(Nc1ccccc1)c1ccccc1NC(=O)C(F)(F)F	19	.	1	.	5	.	-19	-2
52	CO[C@H]1CN(C)C(=O)c2cc(NC(=O)C3CC3)ccc2OC[C@@H](C)N(C(=O)c2ccccn2)C[C@H]1C	-6	-9[16.7 µM]	.	.	12	-12	-2	.
53	Cc1cc(F)cc(-c2cc(C(=O)NCC3CCCCC3)[nH]n2)c1	10	-1	-3	-17	-4	1	-8	-1
54	C[C@H](CO)N1C[C@H](C)[C@H](CN(C)Cc2ccncc2)Oc2ccc(NC(=O)CCCN(C)C)cc2C1=O	4	-7[16.7 µM]	-2	-17	-12	-4	-15	1
55	Cc1ccc(C(=O)CC(SCC(=O)O)c2ccc([N+](=O)[O-])cc2)cc1 (centres undefined)	.	.	5	-7	6	2	-18	.
56	COc1ccc(-n2nc(C(=O)NCC(=O)N3CCCC(C)C3)c3ccccc3c2=O)cc1 (centres undefined)	.	-6	-1	-9	-28	7	-38	-19
57	COc1ccccc1NC(=O)N1CC[C@H]2[C@@H]1c1cc(-c3ccc(F)cc3)ccc1N(C)[C@H]2CO	-7	5[16.7 µM]	-2	-1	-21	-13	-2	-1
58	Nc1nnc(-c2ccccc2F)s1	-5	3	2	-28	5	-2	-24	.
59	O=C(/C=C/c1ccccc1[N+](=O)[O-])N1CCCCC1	.	.	-2	-22	-23	0	-17	.
60	CCN(CC)C(=O)COC(=O)c1cc(-c2ccc(OC)cc2)nc2ccccc12	-16	3	.	.	-13	.	.	-2
61	COc1cc([N+](=O)[O-])ccc1NC(=O)NCc1cccnc1	.	.	2	5	0	-2	6	2
62	COc1ccc(/C=N/NC(=O)c2ccccc2NC(=O)c2ccco2)c(OC)c1	0	.	0	-3	-15	-15	5	.
63	O=C(c1ccc2c(c1)OCO2)N1CC(=O)N2[C@H](CO)[C@@H](c3ccc(C#CC4CCCC4)cc3)[C@H]2C1	3	.	2	0	7	.	-3	.
64	N#C/C(=C\c1ccc(O)cc1)C(=O)NCc1cccc(Cl)c1	9	34	2	26	-7	5	32	1
65	CCN(CC)P(=O)(Nc1ccc([N+](=O)[O-])cc1)c1c(C)nn(CCC#N)c1NC(=O)c1ccc(Cl)cc1 (centres undefined)	.	.	1	2	-6	4	-6	-1
66	CCCNC(=O)N(C)C[C@H]1Oc2ncc(C3=CCCCC3)cc2C(=O)N([C@H](C)CO)C[C@H]1C	-4	5[16.7 µM]	1	.	-16	.	-3	1
67	COC(=O)c1sccc1NC(=O)COc1cccc(C)c1	0	13	-1	-7	-26	-3	-5	.
68	CC(C(=O)Nc1ccc(F)c(F)c1)N1CCN(C)CC1 (centres undefined)	-1	.	2	-16	1	-2	5	-2
69	Clc1ccc2nc(CN3CCCCC3)cn2c1	-15	-7	-5	.	-6	.	4	7
70	CCN(CC)Cc1oc(-c2ccccc2)cc1C(=O)O	6	.	5	4	10	-1	-12	.

# High-throughput results from PubChem BioAssay.
